# aSyn 5UTR inh: MLPCN primary screen, SNCA 5' untranslated region; alpha-synuclein 5'UTR reporter, inhibitor activity; inhibition, % (tested at 7.5 µM); 300,000 tested, 0.82% active; AID 1813; in the data active = inhibition above about 60%;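 also: H4 neuroglioblastoma cells stably carrying SNCA 5'UTR luciferase fusion; 0% = DMSO wells and 100% = positive control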
# IEC-6 cytotox: counter-screen for KLF5 inhibitors: cytotoxicity in IEC-6 cells; 290,000 tested, 0.78% active; inhibition, % at 5 µM; IEC-6 cytotoxicity, luminescence viability; in the data active = inhibition above about 22%;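 also: 0% = plate median of test compound wells and 100% = cytotoxic reference compound wells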
# HSF1 inh: HSF1 inhibition | NIH3T3-HGL HSE-luciferase, MG132-induced, luminescence 8 h; active compounds read low | activity change, negative = inhibition, % at 7.5 µM (by protocol) | 300,000 tested, 0.77% active;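 active = more than half of replicate wells show activity change below -50%, luminescence cut by over half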;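 also: luciferase reports HSF-1 transcriptional activity via heat shock element; 0% = median of DMSO wells and -100% = zero luminescence signal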
# HSP90 inh: inhibitors of HSP90 luciferase refolding in rabbit reticulocyte lysate; luciferase refolding luminescence, 3 h; inhibition, % at 5.6 µM; 290,000 tested, 0.91% active; AID 1789;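 active = inhibition above the screen-wide mean plus 3 SD, computed separately per campaign, cut at about 16% in these data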;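 also: 0% = DMSO wells and 100% = 60 µM geldanamycin wells; inhibitors lower the luminescence because luciferase stays unfolded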
# GSK3 alpha inh: human GSK-3 alpha kinase inhibition. AID 2650. ADP-Glo luminescence, 60 min. 320,000 tested, 0.1% active. P49840. inhibition, % at 10 µM;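 in the data active = inhibition above about 50%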;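 also: GST-tagged GSK-3 alpha with peptide substrate and 25 µM ATP; 0% = DMSO neutral wells and 100% = GW8510 positive control wells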
# Target sequence (P49840 whole entry, looked up): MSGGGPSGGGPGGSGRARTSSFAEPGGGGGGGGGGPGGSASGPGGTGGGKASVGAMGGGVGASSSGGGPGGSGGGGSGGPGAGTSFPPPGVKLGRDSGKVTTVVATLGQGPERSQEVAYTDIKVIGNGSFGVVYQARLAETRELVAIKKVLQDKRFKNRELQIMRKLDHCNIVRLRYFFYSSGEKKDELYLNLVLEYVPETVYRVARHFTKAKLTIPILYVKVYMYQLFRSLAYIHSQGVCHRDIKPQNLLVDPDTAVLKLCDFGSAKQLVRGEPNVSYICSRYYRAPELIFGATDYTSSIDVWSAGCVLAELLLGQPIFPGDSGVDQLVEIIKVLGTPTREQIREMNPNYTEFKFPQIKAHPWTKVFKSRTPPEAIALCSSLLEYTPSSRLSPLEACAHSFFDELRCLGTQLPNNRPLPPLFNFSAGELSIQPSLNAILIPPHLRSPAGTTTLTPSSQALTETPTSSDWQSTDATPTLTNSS
# HIF act: HIF pathway transcriptional activation; U2OS HRE-luciferase reporter, luminescence; normalized: DMSO 0%, desferrioxamine 100%; activation, % at 7.5 µM (by protocol); 300,000 tested, 0.32% active;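 active = mean activation of at least 10% of the iron chelator positive control signal, with at least half of replicates also reaching 10%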
# AI-2 QS mod: Vibrio harveyi AI-2 quorum sensing modulation. activity change, % at 7.5 µM. Vibrio harveyi JMH597 AI-2 luminescence/OD600 ratio, 9 h; active compounds read low; strain lacks LuxN and CqsS sensors; 0 = neutral-control median. 300,000 tested, 0.4% active; in the data active = activity change below about -75%, passing the limit was not always enough;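 also: luminescence divided by OD600 gain over 9 h not by final OD600 alone; inactives centre near 13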
# GSK3B inh: inhibitors of human GSK3beta kinase; GST-GSK3beta kinase, ADP-Glo luminescence, 60 min; active compounds read low; activity score (negative = inhibition), % at 10 µM; 300,000 tested, 0.038% active; AID 2097;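 active = more than half of replicate wells score below -50%, meaning over 50% inhibition versus plate controls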;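 also: 0% = median DMSO wells and -100% = median GW8510 positive control wells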
# Target sequence (P49841 whole entry, looked up): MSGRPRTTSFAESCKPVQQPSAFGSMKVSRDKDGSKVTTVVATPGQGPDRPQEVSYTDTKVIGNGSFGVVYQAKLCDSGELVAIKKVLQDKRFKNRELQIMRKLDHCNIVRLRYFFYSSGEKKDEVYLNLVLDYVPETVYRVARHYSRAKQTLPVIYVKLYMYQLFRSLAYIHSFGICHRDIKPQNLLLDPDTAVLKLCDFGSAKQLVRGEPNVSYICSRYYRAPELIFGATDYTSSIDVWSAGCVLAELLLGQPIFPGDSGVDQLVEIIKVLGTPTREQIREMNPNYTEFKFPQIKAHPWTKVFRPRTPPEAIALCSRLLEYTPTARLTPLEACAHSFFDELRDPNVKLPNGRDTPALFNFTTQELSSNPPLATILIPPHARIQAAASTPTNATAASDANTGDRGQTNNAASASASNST
#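 Assay system: GST-tagged human GSK3beta kinase, cell-free; Input: 1.6 ng GSK3beta; Medium: Tris/MgCl2 kinase buffer; Timing: 60 min enzyme reaction, room temperature; Signal: ADP-Glo luminescence quantifying ADP generated by kinase; Evaluation: score relative to plate controls; Benchmarks: DMSO neutral wells and GW8510 at 20 µM as positive.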
# HSF-1 act: increases HSF-1 driven luciferase reporter signal | NIH3T3-HGL HSF-1 luciferase reporter, MG132, 8 h; 100% = twice DMSO control signal | activation, % at 9 µM | 300,000 tested, 1.7% active | AID 504408;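 active = mean replicate activation of at least 50% with a set share of replicates each reaching 50%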;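 also: 0% = median of the neutral control wells and 100% = twice that signal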
# KLF5 inh: inhibitors of KLF5 expression | DLD-1 KLF5 promoter-luciferase reporter, luminescence | inhibition, % at 5 µM | 290,000 tested, 0.23% active | AID 1700;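 active = inhibition above a per-plate limit of that plate's mean compound inhibition plus 3 SD, cut at about 60% in these data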;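 also: 0% = DMSO wells and 100% = LY294002 at 200 µM; higher means less KLF5 promoter-driven luciferase light; inactives centre near -14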
# * marks the source's active call; other numbers are inactive results; x = no result given.
# Preview:
SMILES,aSyn 5UTR inh,IEC-6 cytotox,HSF1 inh,HSP90 inh,GSK3 alpha inh,HIF act,AI-2 QS mod,GSK3B inh,HSF-1 act,KLF5 inh
COC(=O)c1ccccc1NC(=O)CSc1nc(O)cc(=O)n1C1CCCC1,16,2,-1,0,-1,0.0,4,2,-17,-6
O=C(COc1ccc(CO)cc1)Nc1ccc(F)cc1,-43,-11,9,-2,-1,0.3,23,3,23,-15
CCc1ccccc1S(=O)(=O)Cc1ccc(C(=O)NC2CCCC2)o1,6,-3,2,-3,-2,0.1,12,2,-12,-4
N#Cc1ccc(OCC(O)CN2CCN(c3ncc(C(F)(F)F)cc3Cl)CC2)cc1 (stereo unspecified),4,-7,-3,1,0,2.5,7,2,5,-17
Cn1c(=O)[nH]c(=O)c2c1[nH]c(=S)n2Cc1ccccc1,14,-4,-5,1,-4,-0.8,16,3,2,-9
Fc1ccc(N/N=C(/c2ccccc2)c2ccccn2)cc1,6,-7,3,-3,0,0.0,12,3,32,-21
O=C(NCCCN1CCCC1)c1ccc2c(c1)N(Cc1ccccc1F)C(=O)c1ccccc1S2=O (stereo unspecified),3,4,-2,5,-1,-0.1,-13,-2,-16,-27
CCOc1ccc(NC(=O)C2CC(=O)N(c3cc(C)cc(C)c3)C2)cc1 (stereo unspecified),12,-1,6,4,1,-0.2,28,-2,13,-53
CCN(CC)S(=O)(=O)c1cccc(C(=O)Nc2ccc(C#N)cc2)c1,-18,1,-8,2,-1,0.6,38,0,-13,-15
CC(=O)c1cc2c(cc1NC(=O)c1c(-c3ccccc3)noc1C)OCO2,-15,0,2,-1,0,0.0,20,1,13,-3
CCOC(=O)Cn1ncc2c(=O)oc3ccccc3c21,5,-5,-2,0,3,0.2,18,4,-1,-2
CCn1c(SCC(=O)N/N=C/C=C/c2ccccc2[N+](=O)[O-])nnc1-c1ccc(Cl)cc1,18,-6,3,0,0,-0.3,31,-1,1,-37
CCCCCOc1ccc(Cn2ccnc2)cc1[N+](=O)[O-],-13,7,-1,1,0,0.1,35,-2,14,-13

# The listing, previewed entries included:
SMILES,aSyn 5UTR inh,IEC-6 cytotox,HSF1 inh,HSP90 inh,GSK3 alpha inh,HIF act,AI-2 QS mod,GSK3B inh,HSF-1 act,KLF5 inh
COC(=O)c1ccccc1NC(=O)CSc1nc(O)cc(=O)n1C1CCCC1,16,2,-1,0,-1,0.0,4,2,-17,-6
O=C(COc1ccc(CO)cc1)Nc1ccc(F)cc1,-43,-11,9,-2,-1,0.3,23,3,23,-15
CCc1ccccc1S(=O)(=O)Cc1ccc(C(=O)NC2CCCC2)o1,6,-3,2,-3,-2,0.1,12,2,-12,-4
N#Cc1ccc(OCC(O)CN2CCN(c3ncc(C(F)(F)F)cc3Cl)CC2)cc1 (stereo unspecified),4,-7,-3,1,0,2.5,7,2,5,-17
Cn1c(=O)[nH]c(=O)c2c1[nH]c(=S)n2Cc1ccccc1,14,-4,-5,1,-4,-0.8,16,3,2,-9
Fc1ccc(N/N=C(/c2ccccc2)c2ccccn2)cc1,6,-7,3,-3,0,0.0,12,3,32,-21
O=C(NCCCN1CCCC1)c1ccc2c(c1)N(Cc1ccccc1F)C(=O)c1ccccc1S2=O (stereo unspecified),3,4,-2,5,-1,-0.1,-13,-2,-16,-27
CCOc1ccc(NC(=O)C2CC(=O)N(c3cc(C)cc(C)c3)C2)cc1 (stereo unspecified),12,-1,6,4,1,-0.2,28,-2,13,-53
CCN(CC)S(=O)(=O)c1cccc(C(=O)Nc2ccc(C#N)cc2)c1,-18,1,-8,2,-1,0.6,38,0,-13,-15
CC(=O)c1cc2c(cc1NC(=O)c1c(-c3ccccc3)noc1C)OCO2,-15,0,2,-1,0,0.0,20,1,13,-3
CCOC(=O)Cn1ncc2c(=O)oc3ccccc3c21,5,-5,-2,0,3,0.2,18,4,-1,-2
CCn1c(SCC(=O)N/N=C/C=C/c2ccccc2[N+](=O)[O-])nnc1-c1ccc(Cl)cc1,18,-6,3,0,0,-0.3,31,-1,1,-37
CCCCCOc1ccc(Cn2ccnc2)cc1[N+](=O)[O-],-13,7,-1,1,0,0.1,35,-2,14,-13
COc1ccc([C@H]2C(C#N)=C([S-])N[C@](C)(O)[C@@H]2[n+]2ccccc2)cc1,-1,-6,-4,2,x,-1.0,22,3,18,-15
CC(Sc1nncs1)C(=O)Nc1ccc2c(c1)OCO2 (stereo unspecified),-13,-3,1,7,0,0.3,19,0,-5,-8
CCCCCCC(=O)Nc1ccc(Cl)cn1,-88,-1,2,-1,-2,2.5,27,-2,3,-85
Cc1ccc(N=c2c([N+](=O)[O-])nn(-c3ccc4c(c3)OCCO4)n2O)c(Cl)c1,51,-4,-63*,17*,0,-1.9,26,-4,-69,-21
Nc1c(Cl)cc(-c2csc(NC(CO)c3nc4ccccc4n3CCOCCO)n2)cc1Cl (stereo unspecified),36,x,3,x,-1,-0.5,39,2,-4,x
Cn1c(SCc2cnc(-c3ccccc3)s2)nnc1C1COc2ccccc2O1 (stereo unspecified),-1,0,-1,-1,-3,-36,37,-5,-12,13
CC(Nc1cc(=O)n(C)c(=O)n1C)c1ccccc1 (stereo unspecified),-6,1,6,1,-3,-3.0,22,-2,12,-16
CCCCSc1c(C)c2cc3c(cc2[nH]c1=O)OCO3,2,8,-2,-2,1,0.4,-12,1,-2,2
CCC(Sc1ccc2nnc(-c3cccnc3)n2n1)C(=O)O (stereo unspecified),-10,-2,-24,-3,3,-0.3,13,3,-30,-13
CC(C)c1ccc(/C=C/C(=O)NC2=NCCS2)cc1,51,-3,22,1,0,0.5,-3,0,48,-95
CC1(C)CC2(C)OCCN2C(=S)N1 (stereo unspecified),18,-14,-8,-8,-2,-0.7,21,-1,-2,-8
CN(C)N1C(N)=C(C#N)C(c2ccc(F)cc2)C2=C1CCCC2=O (stereo unspecified),-2,0,5,-3,-2,-1.6,7,-2,-6,-39

# Next structures follow:
SMILES,aSyn 5UTR inh,IEC-6 cytotox,HSF1 inh,HSP90 inh,GSK3 alpha inh,HIF act,AI-2 QS mod,GSK3B inh,HSF-1 act,KLF5 inh
O=C(O)C(Cc1cn[nH]n1)=NO,22,-4,4,4,0,-1.3,7,1,12,8
O=C(NCCc1ccncc1)Nc1ccccc1,-11,2,-4,0,-2,-0.2,20,5,-10,-9
CNS(=O)(=O)c1cccc(C(=O)OCC(=O)Nc2cc(F)ccc2F)c1,7,3,1,0,-2,-0.4,11,-2,-8,-18
COC(=O)CCC(=O)N(C)CC1CCCN(CCc2cccc(C(F)(F)F)c2)C1 (stereo unspecified),4,5,4,-1,-4,-1.3,11,-5,-4,-9
CCOC(=O)Cc1csc(NS(=O)(=O)c2cc(Cl)ccc2Cl)n1,-5,0,-1,0,-7,-0.7,23,2,5,-16
NC(=O)COC(=O)[C@H](Cc1c[nH]c2ccccc12)NC(=O)c1ccc(F)cc1,16,5,2,2,-1,-0.3,x,x,3,-9
CCOC(=O)c1c(-n2cnnn2)sc2c1CCCC2,13,6,-5,4,0,2.2,10,4,-10,10
O=C(CSCc1ccc(Cl)cc1)Nc1cccc(C(=O)O)c1,-11,0,0,4,-2,-0.8,23,-2,6,-41
Cc1ccc(N(C(=O)c2ccncc2)C2C=CS(=O)(=O)C2)cc1 (stereo unspecified),-7,-2,1,-2,0,x,9,-3,-6,-1
CCc1csc(CNC(=O)C2CCC(=O)N(Cc3cccc(F)c3)C2)n1 (stereo unspecified),6,-3,-1,1,2,-0.6,18,1,-24,-2
CN1CCC(CO)(Cc2ccccc2)CC1,-4,3,-4,3,-5,-0.1,26,2,-2,-11
O=C(Nc1cccc(-c2nc3cccnc3s2)c1)c1ccc(Cl)nc1,-20,2,4,3,-3,0.4,-2,-2,10,-34
CSc1nc(N(C)NC(=O)c2cccc(C)c2)c2ccccc2n1,114*,95*,-15,0,-6,1.3,14,-21,-20,84*
O=c1[nH]ncn2cccc12,-8,-8,-2,2,10,-0.1,3,1,-4,-20
COc1ccc(NC(=O)CN(C)C(=O)c2cccc(S(=O)(=O)Nc3ccccc3Cl)c2)cc1,13,x,-2,x,-2,-0.2,2,3,5,x
Cc1nc(C)c(-c2nnc(-c3ccc(C(C)(C)C)cc3)o2)cc1C(=O)NN,19,-6,4,2,-3,0.7,9,2,-14,-40
c1ccc(N2CCN(Cc3ccc4c(c3)OCO4)CC2)nc1,-22,x,-7,x,-1,-0.3,15,8,-4,x
Cc1ccc(C(=O)CCC(=O)N(C)CC(=O)Nc2c(Cl)cccc2Cl)cc1,4,2,1,4,2,-0.5,14,-6,-3,-20
C=C(C)Cn1c(N(CCO)Cc2ccccc2)nc2c1c(=O)[nH]c(=O)n2C,23,4,6,2,2,-0.2,20,1,22,-34
CC1CC(NNC(=O)c2ccccc2)=Nc2ccccc2N1C (stereo unspecified),15,-8,5,3,-2,x,20,2,7,-3
CCOC(=O)c1cnc(-n2nc(C)cc2C)nc1NC(C)c1ccccc1 (stereo unspecified),26,3,8,7,x,-0.4,30,2,11,-27
Cc1ccc(S(=O)(=O)N2CCOCC2)cc1NC(=O)COC(=O)c1cccnc1Cl,6,3,6,-1,-4,-1.2,0,-2,54*,4
C[C@@H](C(=O)NC1CCN(Cc2ccccc2)CC1)N1C(=O)N2CCc3c([nH]c4ccccc34)[C@@]2(C)C1=O,18,-4,-2,-3,-1,-0.2,3,1,8,-24
CSc1ncc(Cl)c(C(=O)C(C#N)c2nc3c(C)cc(C)cc3c(=O)[nH]2)n1 (stereo unspecified),-13,3,-8,5,-8,-0.2,46,4,-9,10
CCc1ccc(NC(=O)C2CCN(c3ncnc4c3nc3n4CCCCC3)CC2)cc1,27,-4,-2,-2,-3,-0.5,16,3,-3,-47

# Next part
SMILES,aSyn 5UTR inh,IEC-6 cytotox,HSF1 inh,HSP90 inh,GSK3 alpha inh,HIF act,AI-2 QS mod,GSK3B inh,HSF-1 act,KLF5 inh
Cc1cc(C)cc(NC(=O)Cn2nnc(C(=O)NCCc3ccccc3)c2N)c1,30,-2,8,-2,0,0.0,18,5,7,-9
COc1cccc(OC)c1OCCNCC1CSc2ccccc2O1 (stereo unspecified),15,x,7,x,3,-0.2,16,3,-5,x
CC(=O)c1cccc(NC(=O)COc2nsnc2N2CCOCC2)c1,3,-3,-6,-2,0,-2.8,14,-1,-6,-12
COc1ccccc1C(CNC(=O)c1cccc(NS(=O)(=O)c2ccc(C)c(F)c2)c1)N1CCCC1 (stereo unspecified),12,x,-1,x,1,0.3,20,2,-7,x
COc1cccc(CNC(=O)C2CCN(S(=O)(=O)N3CCC(C)CC3)CC2)c1,-4,-2,0,-4,-1,-0.1,29,-1,1,-14
O=C(CCn1nnc2ccccc2c1=O)N[C@H](C(=O)O)c1ccccc1,6,8,-7,2,-1,0.2,29,-4,-24,-21
Cc1cccc(CSc2nnc(-c3ccco3)o2)c1,-64,-3,-4,-1,3,3.2,-91*,0,-4,-36

# Bioassay records as filed in PubChem BioAssay.

# This is a random part of the collection; any-hit rate near 4.7%.
